Compound activity: PubChem, several laboratories
West Nile virus CPE: inhibition of WNV-induced cytopathic effect – cell-based, CPE readout (AID 1621) | West Nile virus-infected cells, CPE inhibition; higher % means a stronger effect | hit rate 0.02% among 290,000 | one-dose CPE inhibition, % at 10 µM; IC50 in µM for titrated hits; in the data active = a potency from the dose series; inconclusive = CPE inhibition mostly from about 3.7% at the one dose, without a potency; inactive = the rest, 99 in 100 with CPE inhibition below about 2.2%; note: strong numbers were not always called active
HIV fusion peptide: cell-free HIV fusion peptide-binding blockers – biochemical, uHTS, fluorescence dequenching, primary screen (AID 1986) | cell-free peptide binding, fluorescence dequenching, 30 min; higher % means a stronger effect | inhibition, % at 20 µM; hits with a dose series show IC50 in µM | hit rate 0.3% among 290,000; in the data active = inhibition mostly above about 52%, no sharp cut-off; inactive = mostly below about 76%; note: some results filed as inactive read as strong as hits
KOR beta-arrestin-1: KOR antagonists, beta-arrestin recruitment, cell-based, luminescence, uHTS (AID 1778); KOR beta-arrestin recruitment, luminescence, antagonist mode; higher % means a stronger effect; inhibition, % at 10 µM, or IC50 in µM where a hit was titrated; hit rate 0.091% among 290,000; in the data active = inhibition above about 50%; note: strong numbers were not always called active
Dengue-2 NS5 capping: Dengue-2 NS5 methyltransferase inhibitors, primary screen, biochemical, confirmation dose response (AID 588689); Dengue-2 NS5 methyltransferase capping enzyme assay, biochemical; higher % means a stronger effect; inhibition, % at 25 µM; hits with a dose series show IC50 in µM; hit rate 0.3% among 340,000; in the data active = a potency from the dose series; inconclusive = inhibition above about 29% without an active follow-up result
GPR55 antagonists: inhibition of LPI-stimulated GPR55 beta-arrestin translocation – imaging, U2OS, beta-arrestin-GFP, LPI agonist, primary screen (AID 2013); U2OS GPR55 beta-arrestin-GFP translocation imaging, LPI antagonism; higher % means a stronger effect; one-dose inhibition, % at 10 µM; IC50 in µM for titrated hits; hit rate 0.13% among 290,000;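 active = spots per cell inhibited over 60%, with over 100 cells counted and total cytoplasm intensity under 500,000; inconclusive = wells with under 100 cells, flagged as likely toxic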;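 note: U2OS cells stably carrying GPR55 and arrestin-GFP stimulated by 5 µM LPI near EC80; imaged beta-arrestin-GFP aggregate spots per cell after agonist stimulation; plate controls were LPI-stimulated DMSO wells for no effect and DMSO wells without LPI for full effect; some results filed as inactive read as strong as hits; confirmed hits need IC50 under 10 µM and bright autofluorescent wells are also inconclusive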
GPR35 arrestin U2OS: GPR35 antagonists blocking zaprinast-driven arrestin recruitment, primary screen, imaging, U2OS, beta-arrestin-GFP, zaprinast agonist (AID 2058); inhibition, % at 10 µM; hits with a dose series show IC50 in µM; U2OS GPR35 beta-arrestin-GFP translocation imaging, zaprinast antagonism; higher % means a stronger effect; hit rate 0.052% among 290,000;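 active = inhibition of at least 50% with at least 30 cells and total cytoplasm GFP at most 10,000,000; inconclusive = under 30 cells or total GFP of 10,000,000 plus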
NOD1 NF-kB reporter: inhibition of NOD1-driven NF-kB reporter – cell-based, luminescence, uHTS, primary screen (AID 1578); hit rate 1% among 290,000; NOD1-driven NF-kB luciferase reporter cells, luminescence; higher % means a stronger effect; one-dose inhibition, % at 4 µM; EC50 in µM for titrated hits; in the data active = inhibition mostly above about 36%, no sharp cut-off; inactive = mostly below about 34%;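 note: HEK-293T reporter cells stimulated with the NOD1 agonist gamma-tri-DAP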
GPR55 activation: GPR55 agonists via beta-arrestin recruitment, primary screen, imaging, U2OS cells, beta-arrestin-GFP redistribution (AID 1961). U2OS GPR55 beta-arrestin-GFP redistribution imaging; higher % means a stronger effect. hit rate 0.048% among 290,000. activation, % at 10 µM; hits with a dose series show EC50 in µM;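 active = activation above 40% with more than 50 cells counted in the well; inconclusive = wells holding fewer than 50 cells, flagged as toxic or sparse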;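 note: U2OS osteosarcoma cells stably expressing GPR55 and beta-arrestin-GFP; plate controls were DMSO negative control for no effect and LPI positive control for full effect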
KOR beta-arrestin-2: kappa opioid receptor activators – cell-based, luminescence, uHTS, primary screen (AID 1777); hit rate 0.02% among 280,000; activation, % at 10 µM; hits with a dose series show EC50 in µM; KOR beta-arrestin recruitment, luminescence; higher % means a stronger effect; in the data active = activation above about 50%, passing the limit was not always enough; note: a part of the inactive calls stands beside numbers as strong as those of hits
Dengue-2 NS5 capping pilot replicate: also measured in Dengue-2 NS5 capping; calls as there; inhibition, %; measured here: pilot screen replicate inhibition
Numbers without * were called inactive; ? = inconclusive; . = no result given; [ ] = another dose, or the depositor's remark. Only part of the results is shown. The share of hits here may be higher or lower than overall.

SMILES	West Nile virus CPE	HIV fusion peptide	KOR beta-arrestin-1	Dengue-2 NS5 capping	GPR55 antagonists	GPR35 arrestin U2OS	NOD1 NF-kB reporter	GPR55 activation	KOR beta-arrestin-2	others
CCN1CCN(C(c2cccs2)C(C)NC(=S)Nc2cccc(C)c2C)CC1 (stereo unspecified)	0.0%	-0.2%	21%	-4%	0%	-9%	1%	-0.1%	-3.7%
COc1ccc(CN(CC2CCCO2)S(=O)(=O)c2ccc(C(=O)O)cc2)cc1OC (stereo unspecified)	0.0%	-1.3%	-35%	-5%	5%	-20%	-19%	0.2%	1.0%	Dengue-2 NS5 capping pilot replicate=0.6
CC(=O)N(CCc1cccc(C)c1)Cc1cc2ccc(C)cc2[nH]c1=O	-1.2%	0.0%	-7%	3%	2%	9%	13%	-0.2%	-7.0%
COCCCN1C(=O)N(c2ccccc2)C(=O)C1CC(=O)Nc1ccc(F)cc1 (stereo unspecified)	0.0%	-2.6%	-4%	3%	10%	-18%	-9%	0.0%	-3.0%
COC(=O)C1=C(CSCc2ccco2)NC(=O)NC1c1cc(C)ccc1C (stereo unspecified)	-0.3%	5.0%	-46%	-4%	25%	2%	-5%	-0.1%	-0.8%
Cc1nc(NC(=S)NC(=O)c2ccccc2)sc1C	-0.2%	-0.9%	1%	-3%	-1%	-5%	-5%	-0.2%	1.7%
O=C(O)c1ccccc1C(=O)c1cccs1	0.2%	-0.1%	-17%	5%	1%	24%	-40%	0.3%	-1.6%
Cc1cccc(NC(=O)Cn2cccc2)c1	1.2%	1.1%	6%	5%	23%	0%	2%	0.0%	0.2%
COc1ccc(C(=O)N2N=C(c3ccccc3)CC2(O)C(F)(F)F)cc1 (stereo unspecified)	-0.3%	3.4%	-13%	-2%	-1%	2%	-1%	0.7%	-2.8%
Cc1c(C#N)c(N)nc2c3c(sc12)NC(=O)CC3c1ccccc1 (stereo unspecified)	0.2%	-0.7%	-40%	8%	-23%	-19%	2%	-0.1%	-0.7%
Cc1ccc(SCC(=O)NC(=O)c2ccc(S(=O)(=O)N(C)C)cc2)cc1C	0.4%	-1.7%	11%	3%	6%	-10%	15%	-0.3%	5.9%
Cc1cc(=O)oc(C)c1C(=O)NCCCN1C(C)CCCC1C (stereo unspecified)	0.9%	-2.4%	12%	16%	11%	3%	-8%	-0.2%	0.7%
Cc1ccc(C(=O)NCCCNC(=O)COc2ccc(Cl)cc2)cn1	0.1%	2.6%	-17%	-4%	6%	6%	3%	0.3%	-3.2%
COC(=O)c1[nH]c2ccc(C)cc2c1NC(=O)C(C)N1CCN(C2CCCCC2)CC1 (stereo unspecified)	0.1%	0.3%	10%	0%	8%	3%	-32%	0.3%	2.2%
CCCCCCC(=O)N/N=C/c1ccco1	0.1%	-0.3%	21%	-4%	-4%	2%	-17%	-0.5%	-2.3%
O=C(Nc1ccncc1)c1ccccc1Cl	-1.0%	-0.6%	-18%	-6%	-2%	4%	-8%	-0.1%	-2.2%
O=c1cc(Cc2ccccc2)[nH]c(=S)[nH]1	-0.7%	-2.6%	22%	-3%	12%	-5%	5%	0.0%	3.9%
CCCCN(C)CCN1C(=O)C2C(C(=O)Nc3ccc(OC)cc3)C3C=CC2(O3)C1C(=O)NC1CCCCC1 (stereo unspecified)	-0.3%	-0.9%	-23%	-6%	4%	10%	-13%	0.8%	3.3%
COc1cccc(N=Cc2c[nH][nH]c2=O)c1	0.8%	0.4%	-27%	1%	23%	8%	-36%	-0.1%	1.4%
Cc1ccc(-c2nnc(COc3cccc(-n4cnnn4)c3)o2)cc1	-0.8%	13%	2%	-1%	2%	2%	-18%	0.3%	-3.6%
CC(C)C(=O)Nc1ccc(C(=O)NN2C(=O)c3ccccc3C2=O)cc1	1.1%	-0.7%	-22%	3%	7%	-6%	-16%	0.0%	0.0%
Cc1ccccc1-n1c(C)n[nH]c1=S	-0.1%	-2.9%	11%	-3%	.	12%	12%	-0.1%	3.6%
COCCCN1C(=O)/C(=C\c2ccc3c(c2)OCO3)C(C(=O)OC)=C1C	-0.1%	0.2%	-16%[20 µM]	-5%	8%	22%	-21%	-0.1%	.
CCOc1ccc2oc(C(=O)NNC(=O)c3csc(N4CCOCC4)n3)c(C)c2c1	1.4%	2.8%	7%	-9%	5%	13%	-20%	-0.1%	-1.2%
COc1ccc(Cl)cc1NC(=O)c1nnn(CC(=O)Nc2ccc3c(c2)OCO3)c1N	?	1.0%	-96%	-6%	1%	-6%	-44%	0.6%	3.4%

Quoted at random: six records from the list, in no set order.
SMILES	West Nile virus CPE	HIV fusion peptide	KOR beta-arrestin-1	Dengue-2 NS5 capping	GPR55 antagonists	GPR35 arrestin U2OS	NOD1 NF-kB reporter	GPR55 activation	KOR beta-arrestin-2	others
COCCCN1C(=O)N(c2ccccc2)C(=O)C1CC(=O)Nc1ccc(F)cc1 (stereo unspecified)	0.0%	-2.6%	-4%	3%	10%	-18%	-9%	0.0%	-3.0%
CCOc1ccc2oc(C(=O)NNC(=O)c3csc(N4CCOCC4)n3)c(C)c2c1	1.4%	2.8%	7%	-9%	5%	13%	-20%	-0.1%	-1.2%
COCCCN1C(=O)/C(=C\c2ccc3c(c2)OCO3)C(C(=O)OC)=C1C	-0.1%	0.2%	-16%[20 µM]	-5%	8%	22%	-21%	-0.1%	.
COc1ccc(CN(CC2CCCO2)S(=O)(=O)c2ccc(C(=O)O)cc2)cc1OC (stereo unspecified)	0.0%	-1.3%	-35%	-5%	5%	-20%	-19%	0.2%	1.0%	Dengue-2 NS5 capping pilot replicate=0.6
O=C(O)c1ccccc1C(=O)c1cccs1	0.2%	-0.1%	-17%	5%	1%	24%	-40%	0.3%	-1.6%
COc1cccc(N=Cc2c[nH][nH]c2=O)c1	0.8%	0.4%	-27%	1%	23%	8%	-36%	-0.1%	1.4%

Next results.
SMILES	West Nile virus CPE	HIV fusion peptide	KOR beta-arrestin-1	Dengue-2 NS5 capping	GPR55 antagonists	GPR35 arrestin U2OS	NOD1 NF-kB reporter	GPR55 activation	KOR beta-arrestin-2	others
Cc1oc(/N=C/c2ccccc2O)c(C#N)c1C	0.6%	-2.9%	-16%	0%	2%	17%	-6%	0.2%	-0.4%
COc1ccc(S(=O)(=O)n2c(CCN3CCOCC3)nc3ccccc32)cc1	0.1%	-1.4%	-73%	-2%	-18%	13%	26%	-0.1%	1.7%
CCCOc1ccc(C(=O)NCCC(=O)NCCCC(=O)O)cc1	1.3%	-1.1%	.	-7%	0%	17%	5%	-0.2%	1.8%
COC(=O)c1sc(NC(=O)/C=C/c2ccc(C)o2)nc1C	-0.5%	37%	-3%	-10%	4%	-10%	-26%	1.2%	-2.2%
CC(C)(O)C#Cc1ccc(C(=O)N2CCN(c3ccc([N+](=O)[O-])cc3)CC2)cc1	-1.2%	-0.7%	-33%	6%	-2%	9%	33%	1.0%	-0.8%
COc1ccccc1/C=N/NC1=NCCCCC1	0.2%	-1.8%	-4%	-1%	-3%	5%	-35%	0.0%	5.1%
Cc1cc(C(=O)Nc2ccc(C)c(S(=O)(=O)N3CCOCC3)c2)c(C)o1	-0.9%	0.9%	-16%	-4%	-4%	-2%	-12%	-0.5%	-7.6%
CCn1nnc(NC(=O)c2sc3ccccc3c2Cl)n1	0.5%	-1.8%	6%	-5%	20%	2%	-4%	0.9%	-4.9%
COc1ccc(NC(=O)CSc2ccccc2)cc1S(=O)(=O)N1CCCCC1	-0.6%	1.6%	8%	-1%	3%	7%	-20%	-0.4%	11%
CC(=O)NCCn1c(SCc2ccccc2F)nc2ccccc2c1=O	-0.3%	-2.0%	-33%	-3%	-8%	14%	-24%	-0.1%	3.8%
Cc1ccc(-c2n[nH]c(=S)nc2-c2ccc(C)cc2)cc1	-1.3%	-1.6%	0%	-3%	-5%	4%	-8%	-0.1%	2.8%
Cc1ccc(CNC(=O)C(NS(=O)(=O)c2cccc3nsnc23)c2ccccc2)cc1 (stereo unspecified)	0.3%	-0.5%	40%	-6%	-5%	-13%	-33%	-0.1%	-2.3%
Cc1ccc(S(=O)(=O)N2CCN(Cc3nc4ccccc4[nH]3)CC2)cc1C	0.1%	-0.9%	-9%	0%	64%	-14%	-15%	-0.2%	-5.5%
COc1cccc(C2Nc3ccc4ccccc4c3C3=C2C(=O)CCC3)c1O (stereo unspecified)	-0.4%	-1.2%	5%	-1%	2%	0%	-3%	-0.1%	-2.8%
Cc1cc(-c2csc(N)n2)c(C)n1CCc1ccccc1	0.2%	39%	-23%	10%	3%	-1%	-28%	-0.1%	4.7%
Cc1nc2nc(-c3ccco3)[nH]n2c(=O)c1C	-0.3%	-1.4%	-6%	-4%	4%	-1%	-13%	0.3%	-8.3%
CCOCCCNC(=S)Nc1ccc2nc(N3CCOCC3)cc(C)c2c1	-0.1%	-1.7%	2%	-4%	-2%	6%	-4%	0.9%	2.3%
NC(=O)c1c(NC(=O)CCCn2cnc([N+](=O)[O-])n2)sc2c1CCCC2	-0.5%	-1.8%	19%	8%	-4%	5%	-2%	-0.8%	1.5%
CCOC(=O)C1(Cc2ccccc2C)CCCN(C(=O)CCC(=O)OC)C1 (stereo unspecified)	-0.6%	1.5%	-26%[20 µM]	-5%	12%	-8%	-18%	0.5%	-0.2%
CC(C)S(=O)(=O)C1=NSC2=NC(=O)/C(=C\c3ccc(-c4cccc(C(=O)O)c4)o3)C(=N)N21	0.4%	18µM*	10%	-20%	15%	-2%	11%	-0.5%	-0.1%
O=C(CCn1c(=O)oc2ccccc21)N1CCN(c2ccccc2F)CC1	-0.9%	2.9%	-6%	0%	13%	-2%	29%	-0.1%	-1.0%
CCOc1ccc(N(CC(=O)NCc2cccc(OC)c2)S(=O)(=O)c2c(C)noc2C)cc1	-0.6%	1.9%	34%	-3%	12%	4%	-4%	-0.2%	1.7%
Cc1nc(CC(C)C)cc(C(=O)N2CCCC(Nc3ccc(C)c(C)c3)C2)n1 (stereo unspecified)	-0.8%	-0.9%	-4%	-5%	-7%	14%	-17%	-0.1%	-0.2%
O=C(O)C1CCCCC1C(=O)Nc1ccc(S(=O)(=O)N2CCCC2)cc1 (stereo unspecified)	-0.3%	-0.2%	-28%	0%	-10%	-11%	-18%	-0.1%	5.3%
Cc1cnc(C(=O)OCC(=O)N2c3ccccc3NC(=O)C2(C)C)cn1	-0.1%	0.5%	13%	-5%	15%	2%	-4%	0.0%	-3.7%
O=C(NCc1ccc(F)cc1)c1noc2c1CCCCC2	-0.1%	-0.3%	16%	-8%	0%	-1%	-30%	0.2%	-1.2%
O=C(COc1ccccc1[N+](=O)[O-])N/N=C/C=C/c1ccco1	.	6.0%	25%	-2%	6%	0%	-9%	-0.1%	-2.6%
